Source: PubChem
PI5P4Ka inh: PI5P4K alpha (human) kinase inhibition. P48426. PI5P4Kalpha enzyme, ADP-Glo luminescence, 60 min; hits give low values. max response, %. 330,000 tested, 1.2% active; active means max response of -50% or lower; inconclusive means between -30% and -50%; inactive means -30% or higher; further: value at the top dose of about 77 µM; on the % scale 0 is the no-effect control and ±100 the full control effect
Target sequence (P48426 whole entry, looked up): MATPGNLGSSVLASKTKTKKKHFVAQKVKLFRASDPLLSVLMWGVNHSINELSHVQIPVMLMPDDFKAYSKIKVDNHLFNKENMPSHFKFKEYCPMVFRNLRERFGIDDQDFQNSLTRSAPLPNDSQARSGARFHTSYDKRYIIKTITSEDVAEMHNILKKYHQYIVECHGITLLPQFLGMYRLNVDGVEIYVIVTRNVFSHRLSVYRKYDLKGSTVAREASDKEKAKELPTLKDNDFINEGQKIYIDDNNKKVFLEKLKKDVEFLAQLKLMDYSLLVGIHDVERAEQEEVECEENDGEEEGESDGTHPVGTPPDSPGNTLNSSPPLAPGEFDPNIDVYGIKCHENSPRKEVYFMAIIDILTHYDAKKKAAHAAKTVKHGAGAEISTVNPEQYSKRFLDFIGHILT
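Compounds were pin-transferred onto PI5P4Kalpha and substrate in HEPES pH 7.4 buffer with EGTA, CHAPS and 5% DMSO. ATP (5 microM final) started the reaction, which ran 60 minutes at room temperature before ADP-Glo detection.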
WRN inhibitor: inhibitors of human WRN helicase; Q14191; WRN helicase unwinding, fluorescent forked duplex, kinetic; Potency, µM (titrated, usually from 114 µM), inactives show top-dose activity change, negative = inhibition, hits mostly inhibitors; 360,000 tested, 0.46% active; AID 651768; further: potency means the concentration at half of the fitted maximal effect; on the % scale 0 is the no-effect control and ±100 the full control effect; nearly all actives have a fitted effect of over 55% in size
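WRN at 20 nM final was preincubated with compound for 15 min at room temperature; reaction started with 100 nM forked duplex oligonucleotide carrying fluorophore and quencher plus 2 mM ATP (final). Unwinding followed kinetically by red fluorescence (ex 525/em 598 nm).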
IL2 activator: IL-2 activation; IL-2 activation reporter assay, cell-based qHTS; stimulated with anti-CD3/CD4/CD28 beads; in transgenic mouse T cells; activation, % (series mostly up to about 46 µM); 360,000 tested, 0.065% active; AID 652025; in the data active means activation above about 50%; inconclusive means mostly about 30% to 49%; further: 0% is about no effect
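Unstimulated transgenic mouse T cells; 60-min compound exposure; bead-based TCR/CD4/CD28 stimulation; 18 h culture, 37 degrees C; dual fluorescence (EGFP, DsRed) plate cytometry.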
EPAC1 antag: EPAC1 (human) antagonism; O95398; EPAC1 GEF assay, Rap1b-BODIPY-GDP exchange fluorescence; Potency, µM (titrated, usually from 115 µM), for the others: at the top dose activity change, negative = inhibition, most hits filed as inhibitors; 360,000 tested, 0.14% active; AID 720709;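 further: potency means the concentration at half of the fitted maximal effect; plate controls were vehicle for no effect and positive control for full effect; nearly all actives have a fitted effect of over 50% in size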
FUS suppressor: rescues growth of FUS-expressing yeast | S. cerevisiae FUS-expressing, growth rescue, OD600, 24 h | Potency, µM (top dose mostly 76.6 µM), without a hit: top-dose growth rescue (activation), hits mostly activators | 390,000 tested, 0.24% active | AID 1347120;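 further: potency means the concentration at half of the fitted maximal effect; plate controls were DMSO vehicle for no effect and reference control for full effect; nearly all actives have a fitted effect of over 55% in size; some results filed as inactive show a strong effect at the top dose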
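Cultures pregrown in 2.5% raffinose medium are shifted to minimal medium containing 2% galactose to express toxic FUS. Compounds are tested at several concentrations. After 24hr at 30C, growth is quantified at 600 nm absorbance.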
Abeta yeast res: compounds reversing amyloid beta toxicity in yeast; yeast expressing A-beta42, growth rescue, OD600, 48 h; response scale: 0% DMSO, 100% iron-clioquinol control; Potency, µM (doses to about 46.1 µM), without a hit: top-dose growth rescue, hits mostly activators; 410,000 tested, 0.063% active; further: potency means the concentration at half of the fitted maximal effect; nearly all actives have a fitted effect of over 55% in size
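Yeast A-beta toxicity model in growth medium with pinned compounds, 48 h at 30 C; growth read as absorbance at 600 nm. Normalized to FeCl3/clioquinol equimolar mix (positive) and DMSO (negative).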
EPAC1 agonist: agonists of human EPAC1. O95398. EPAC1 agonist qHTS, biochemical assay; response scale: 100% = response to 6.5 mM cAMP. Potency, µM (top dose mostly 154 µM), without a hit: at the highest dose activation, hits mostly activators. AID 720707. 360,000 tested, 0.073% active; further: potency means the concentration at half of the fitted maximal effect; nearly all actives have a fitted effect of over 60% in size
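Normalized to 6.5 mM cAMP, activity reflects EPAC1-catalysed release of BODIPY-GDP from Rap1B, followed kinetically over 30 min at 480 nm excitation, 540 nm emission. Reaction contained 100 nM EPAC1, 250 nM Rap1B-BODIPY-GDP, 50 uM GDP.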
PLK1 PBD block: PLK1 (human) polo-box domain binding inhibition; P53350; Plk1 PBD binding of FITC phosphopeptide, fluorescence polarization; Potency, µM, without a hit: max response, negative = inhibition, actives largely listed as inhibitors; 360,000 tested, 2.8% active; further: potency means the concentration at half of the fitted maximal effect; series mostly up to about 57 µM; on the % scale 0 is the no-effect control and ±100 the full control effect; nearly all actives have a fitted effect of over 65% in size
Target sequence (P53350 whole entry, looked up, the tested form may be a part): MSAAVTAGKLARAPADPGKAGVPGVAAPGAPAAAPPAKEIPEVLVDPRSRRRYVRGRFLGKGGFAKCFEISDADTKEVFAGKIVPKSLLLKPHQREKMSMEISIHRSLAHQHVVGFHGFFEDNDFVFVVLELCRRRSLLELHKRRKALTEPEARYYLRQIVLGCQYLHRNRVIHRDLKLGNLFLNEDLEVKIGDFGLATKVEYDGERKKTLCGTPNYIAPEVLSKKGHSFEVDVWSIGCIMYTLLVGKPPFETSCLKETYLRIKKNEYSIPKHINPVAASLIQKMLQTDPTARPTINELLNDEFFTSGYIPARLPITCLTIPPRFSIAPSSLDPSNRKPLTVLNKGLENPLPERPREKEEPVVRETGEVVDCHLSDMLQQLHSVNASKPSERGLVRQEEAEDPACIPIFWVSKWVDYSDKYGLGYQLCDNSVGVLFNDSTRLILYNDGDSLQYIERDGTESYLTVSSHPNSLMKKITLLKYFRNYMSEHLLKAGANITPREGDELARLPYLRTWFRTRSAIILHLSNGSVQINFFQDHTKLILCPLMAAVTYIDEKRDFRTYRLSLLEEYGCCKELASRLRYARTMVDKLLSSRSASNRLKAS
* hit, by the source's call; ? = inconclusive; nt = not tested or not shown; & = joins results of further samples; [ ] = remark or other dose. Unless noted, the call rests on the fitted dose curve; in most records, active means well fitted curve in the direction sought with a large enough effect; inconclusive means small, poorly fitted or top-dose-only effect, or another doubt; inactive means no such curve, though single readings can be large; an effect the other way counts as inactive or inconclusive. Compounds were not picked by outcome (roughly 4.1% active in at least one column).

SMILES	PI5P4Ka inh	WRN inhibitor	IL2 activator	EPAC1 antag	FUS suppressor	Abeta yeast res	EPAC1 agonist	PLK1 PBD block
CC(=O)Nc1ccc(S(=O)(=O)N(C)CC(=O)OCC(=O)N2CCN(C(=O)c3ccco3)CC2)cc1	-11	-15%[11.6 µM]	0.9	-2%	15%	4%	-10%	-15%
CCN(CC)C(=O)CSc1nnc2c3ccccc3n(C)c2n1	1	2%	-2.7	8%	-16%	-2%	8%	-17%
COc1cc(/C=C2\SC(=S)N(CC(=O)NC(C)(C)C)C2=O)cc(OC)c1OC	-6	-3%	-3.0	-13%	18%	18%	-5%	-8%
O=C1OC(c2ccccc2)=CC1=Cc1ccccc1O	-14	-16%	-3.0	-10%	24%	-10%	-1%	-21%
COc1ccc(/C=C/c2onc(C)c2S(=O)(=O)N2CCC(C(=O)N3CCC(C)CC3)CC2)cc1	3	-8%	-1.7	-28%	40%&31%	-22%&-7%	2%	-3%
O=C(NCCCN1CCCC1=O)c1ccc(OCc2ccccc2)cc1	nt	10%	-0.8	-2%	25%	4%	2%	-4%
O=C(Nc1ccccc1)c1ccc(S(=O)(=O)N2CCCCC2)cc1	-1	6%	-3.8	-9%	-6%	11%	-9%	-5%
Cc1cc(NC(=O)C(C)SCC(=O)Nc2cc(C(F)(F)F)ccc2N2CCCCC2)no1 (centres undefined)	14	-15%	-2.2	-10%	?	?	-8%	-4%
CC(=O)NCCC1CCN(C(=O)C2CCC(=O)N(C3CCCC3)C2)CC1 (centres undefined)	7	1%	-0.2	14%	-17%	-18%	5%	-1%
Cc1cc(OC(=O)c2ccc(S(=O)(=O)N(C)C)cc2)cc(=O)o1	-10	-3%	-0.5	6%	-11%	9%	-2%	-11%
N/C(=N\c1nc2ccccc2o1)NC(=O)c1ccccc1Br	2	6%	-4.0	13%	-7%	8%	6%	8%
Cc1nc(-c2ccc(S(=O)(=O)N3CCN(C4c5ccccc5-c5ccccc54)CC3)s2)cs1	-9	-16%	-0.1	5%	4%	11%	4%	-3%
N#Cc1c(N)n(-c2ccccc2N)c2nc3ccccc3nc12	0	0%	0.0	-4%	27%	-9%	-1%	0%
COc1ccccc1N(Cc1cc2cccc(C)c2[nH]c1=O)C(=O)C(C)C	-6	3%	0.8	5%	10%	22%	6%	0%
CCCCN(C(=O)c1cc2c(s1)CCC2)c1c(N)n(CCC)c(=O)[nH]c1=O	?	?	-4.0	-8%	22%	-4%	-8%	-19%
CC(=O)NS(=O)(=O)c1ccc(NC(=S)NC(=O)C2CCC2)cc1	-6	-1%	-1.1	-27%	14%	0%	-5%	-7%
c1ccc(CNc2ncn[nH]2)cc1	9	-1%	-1.0	0%	-30%	0%	13%	-9%
CCOC(=O)C1CCN(Cc2ccc(-c3ccccc3)cc2)CC1	3	-1%	0.2	12%	-16%	14%	12%	-5%
N=C1S/C(=C\c2cccc3ccccc23)C(=O)N1c1ccc(F)cc1	4	-9%	2.4	-1%	nt	-17%	7%	-11%
CCOc1ccc(C(CC(=O)O)n2cnnn2)cc1 (centres undefined)	6	-18%	-0.5	10%	1%	-6%	7%	-19%
O=C(CN(C(=O)c1csnn1)c1ccccc1C(F)(F)F)NC1CCCCC1	-1	6%	-1.4	-5%	3%	3%	0%	-1%
COc1ccc(-c2[nH]nc3c2C(c2ccc(OC(=O)N4CCOCC4)cc2)C(C#N)=C(N)O3)cc1 (centres undefined)	nt	4%	0.8	-13%	22%	-16%	8%	-14%
COC(=O)CC1Oc2ccccc2N(Cc2ccc(C)cc2)C1=O (centres undefined)	-10	10%	-1.3	-7%	8%	-6%	3%	27µM*
c1ccc(OCc2nn3c(-c4ccco4)nnc3s2)cc1	nt	-8%	-0.6	-1%	11%	-6%	2%	-11%

Compound profiles, from the list above.
CCCCN(C(=O)c1cc2c(s1)CCC2)c1c(N)n(CCC)c(=O)[nH]c1=O across the screens: PI5P4Ka inh: ?; WRN inhibitor: ?; IL2 activator: -4.0; EPAC1 antag: -8%; FUS suppressor: 22%; Abeta yeast res: -4%; EPAC1 agonist: -8%; PLK1 PBD block: -19%
N#Cc1c(N)n(-c2ccccc2N)c2nc3ccccc3nc12 across the screens: PI5P4Ka inh: 0; WRN inhibitor: 0%; IL2 activator: 0.0; EPAC1 antag: -4%; FUS suppressor: 27%; Abeta yeast res: -9%; EPAC1 agonist: -1%; PLK1 PBD block: 0%

Next records:
SMILES	PI5P4Ka inh	WRN inhibitor	IL2 activator	EPAC1 antag	FUS suppressor	Abeta yeast res	EPAC1 agonist	PLK1 PBD block
Cc1ccccc1NC(=S)N1CCC(NC(=O)c2ccco2)CC1	-2	-4%	1.4	-9%	-28%	6%	8%	-7%
Clc1nc(N2CCOCC2)ncc1Br	1	0%	0.6	-13%	22%	-16%	-2%	3%
CC(C)OCCCNC(=O)c1ccc(NC(=O)C2CCCO2)cc1 (centres undefined)	5	9%	3.4	4%	-39%	8%	-7%	-10%
COc1ccc(S(=O)(=O)N2CCN(Cc3cccc(OC)c3OC)CC2)cc1	3	9%	-0.3	-11%	-14%	-9%	5%	-15%
COc1ccc(CNC(=O)COC(=O)c2ccc(C(=O)c3ccccc3)cc2)cc1	2	-6%	1.1	2%	22%	17%	7%	2%
O=C(CCC1CCCCC1)Nc1ncn[nH]1	1	11%	3.3	0%	5%	-2%	-2%	-7%
CCOC(=O)c1sc2nc3c(SCCC#N)cc(C(=O)c4cc(F)ccc4O)cn3c(=O)c2c1C	-29	-15%	-0.1	17%	16%	2%	3%	-10%
COc1ccc(CN2C(=O)c3cccnc3C2=O)cc1S(=O)(=O)N1CCCCC1C (centres undefined)	6	-2%	-0.6	-7%	12%	-14%	3%	-6%
COC(=O)[C@]12CCCCC=C1N(CCc1ccc(OC)c(OC)c1)C(=O)[C@H](CC(=O)N1CCN(C(=O)c3ccco3)CC1)C2	-6	-1%	-0.1	-18%	16%	-9%	-6%	-18%
S=c1[nH]nc(-c2ccco2)n1Cc1ccccc1	4	1%	0.7	-3%	4%	23%	0%	-10%
CN(C)c1ccc(N/C(N)=N/c2nc(C(F)(F)F)cc(C(F)(F)F)n2)cc1	-1	1%	-1.5	-23%	-47%	-2%	-24%	-14%
CC(C)(C)C1CCC(OCC(O)CN2CCN(c3ccccn3)CC2)CC1 (centres undefined)	6	-26%	-4.6	-2%	8%	-34%[inhibitor]	-11%	-23%

The closing four entries of the part above are carried over, then new ones follow:
SMILES	PI5P4Ka inh	WRN inhibitor	IL2 activator	EPAC1 antag	FUS suppressor	Abeta yeast res	EPAC1 agonist	PLK1 PBD block
COC(=O)[C@]12CCCCC=C1N(CCc1ccc(OC)c(OC)c1)C(=O)[C@H](CC(=O)N1CCN(C(=O)c3ccco3)CC1)C2	-6	-1%	-0.1	-18%	16%	-9%	-6%	-18%
S=c1[nH]nc(-c2ccco2)n1Cc1ccccc1	4	1%	0.7	-3%	4%	23%	0%	-10%
CN(C)c1ccc(N/C(N)=N/c2nc(C(F)(F)F)cc(C(F)(F)F)n2)cc1	-1	1%	-1.5	-23%	-47%	-2%	-24%	-14%
CC(C)(C)C1CCC(OCC(O)CN2CCN(c3ccccn3)CC2)CC1 (centres undefined)	6	-26%	-4.6	-2%	8%	-34%[inhibitor]	-11%	-23%
CC1=C(C(=O)N2CCOCC2)C(c2cc(C)cs2)NC(=O)N1 (centres undefined)	0	-7%	0.1	1%	-4%	-5%	-3%	-7%
COc1ccc(-c2csc(NC(=S)NC(=O)c3cc4ccccc4o3)n2)cc1Br	-2	-2%	-3.6	-9%	-7%	12%	1%	-1%
CC(=O)Nc1ccc(NC(=O)COC(=O)c2cc([N+](=O)[O-])ccc2N2CCOCC2)cc1	0	-22%	-0.1	-1%	nt	-1%	6%	4%
CCCNC(=O)COC(=O)c1n[nH]c2ccccc12	5	-3%	-2.3	5%	-1%	-17%	6%	-17%
O=C1N(Cc2cccnc2)C[C@@H]2C[C@@H](c3ccc4nonc4c3)N3CCC[C@@]123	-6	10%	-2.6	-1%	0%	0%	-6%	-3%
O=c1oc2ccccc2c2c1ncn2C1CCCCC1	nt	-3%	0.3	5%	10%	9%	1%	1%
CC(=O)OC(C(=O)NCc1ccco1)c1cccnc1 (centres undefined)	-4	2%	1.2	1%	20%	-3%	3%	0%
Cc1cccc(C(=O)Nc2cccc(C(=O)Nc3cc(C)ccn3)c2)c1	0	0%	0.7	?	-9%	-11%	-5%	2%
C/C(CC(=O)Nc1ccc(C)c(Cl)c1)=N\NC(=O)c1ccco1	-1	5%	1.2	-1%	3%	?	-7%	0%
Cc1cc(N2CCN(c3ccccc3)CC2)n2cc(-c3ccccc3)nc2n1	-2	-11%	0.0	-13%	nt	0%	7%	-6%
C=CCNC(=O)c1c(CS(=O)(=O)c2ccccc2)noc1C(=O)NCc1ccccc1	7	0%	-0.2	10%	-30%	-1%	-8%	-7%
CC(C)(C)C(=O)NC(=S)Nc1ccccc1F	-4	3%	1.5	-18%	-9%	15%	14%	-10%
O=[N+]([O-])c1ccc(N/N=C\c2cccn2-c2ccccc2)nc1	-1	-16%	0.9	-7%	18%	5%	18%	18%
O=C(Cc1c(F)cccc1Cl)Nc1cc(S(=O)(=O)N2CCCCC2)ccc1N1CCOCC1	1	-14%	4.2	?	16%	1%	6%	-2%
Cc1ccc(Oc2ccc(OCC(=O)NC3CCS(=O)(=O)C3)cc2)cc1 (centres undefined)	0	-6%[57.1 µM]	-0.3	-12%	-7%	-1%	4%	-12%
O=C(CNC(=O)c1ccccc1F)OCC(=O)c1ccc(Cl)s1	-16	5%	-0.9	-14%	-15%	8%	5%	-8%
CCc1ccccc1NC(=O)C1CCN(C(=O)c2cccs2)CC1	1	-13%	-1.4	-5%	20%	-1%	3%	-4%
CC(=O)Nc1ccc(N2CCOCC2)c(C(=O)Nc2cccc(C)c2)c1	nt	2%	-1.2	13%	15%	5%	-5%	0%
